FLuc inh = inhibitors of firefly (Photinus pyralis) luciferase | P08659 | purified P. pyralis luciferase, luminescence, biochemical | Potency, µM (series often up to 115 µM), without a hit: at the top dose activity change, negative = inhibition, hits mostly inhibitors | 76,000 tested, 2.5% active | AID 1347043; further: potency means the concentration at half of the fitted maximal effect; nearly all actives have a fitted effect of over 65% in size
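Cell-free enzyme assay, 10nM P. pyralis luciferase, luciferin and ATP each at 10uM. Inhibition profiled over a 6-point titration, read as luminescence.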
NIH3T3 tox = cytotoxic compounds in NIH 3T3 cells. NIH 3T3 viability, CellTiter-Glo ATP luminescence, 48-72 h. 94,000 tested, 4.3% active. Potency, µM (titrated, usually from 96.7 µM), for the others: at the top dose activity change, negative = cytotoxicity, hits mostly inhibitors. AID 1345082; further: potency means the concentration at half of the fitted maximal effect; nearly all actives have a fitted effect of over 55% in size
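First NIH 3T3 cells are plated at 400 cells/well; next compound is pinned in; then plates incubate 48 or 72 hr at 37 °C; finally CellTiter-Glo is added and luminescence read after 10 min.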
HEK293 tox = cytotoxic compounds in HEK 293 cells; HEK 293 viability, ATP luminescence (CellTiter-Glo), 48-72 h; Potency, µM (series often up to 115 µM), without a hit: at the top dose activity change, negative = cytotoxicity, hits mostly inhibitors; 94,000 tested, 6.6% active; AID 1345083; further: potency means the concentration at half of the fitted maximal effect; nearly all actives have a fitted effect of over 60% in size
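250 HEK 293 cells/well; compound by pintool; incubated 48 or 72 hr at 37 degree Celsius; CellTiter-Glo added, 10 min RT, luminescence imaged.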
IP6K1 inhibitor = IP6K1 kinase inhibition; IP6K1 kinase, ADP-Glo luminescence, 2 h; stronger effect = lower value; Q92551; AID 1645851; activity change, % (series mostly up to about 58 µM); 140,000 tested, 0.81% active; in the data active means activity change below about -25%
Target sequence (Q92551 whole entry, looked up): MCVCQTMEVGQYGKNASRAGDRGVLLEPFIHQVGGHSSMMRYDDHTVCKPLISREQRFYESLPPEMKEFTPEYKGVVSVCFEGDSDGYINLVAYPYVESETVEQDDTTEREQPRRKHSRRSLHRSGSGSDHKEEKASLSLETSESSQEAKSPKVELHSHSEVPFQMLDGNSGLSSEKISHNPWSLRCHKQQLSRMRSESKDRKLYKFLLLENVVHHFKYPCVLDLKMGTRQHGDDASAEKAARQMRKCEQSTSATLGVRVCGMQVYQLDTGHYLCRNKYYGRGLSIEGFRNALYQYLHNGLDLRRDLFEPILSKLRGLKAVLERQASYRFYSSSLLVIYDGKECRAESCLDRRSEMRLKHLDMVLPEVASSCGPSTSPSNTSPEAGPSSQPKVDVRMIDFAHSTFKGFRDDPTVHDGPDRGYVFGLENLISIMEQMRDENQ
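ADP-Glo luminescence measures ADP made by human IP6K1 during a 2 h RT reaction with ATP/IP6 (mix at 1.3 mM/130 uM); top library doses 57.5 and 19.1 uM final.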
SNCA viab count = counter-screen for SNCA expression inhibitors: cell viability; Potency, µM (top dose mostly 57.1 µM), for inactives: at the highest dose activity change, negative = cytotoxicity, most hits filed as cytotoxic; AID 1671193; 150,000 tested, 0.12% active; HEK-293-SNCA-luc viability, GF-AFC fluorescence, 24 h;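 further: potency means the concentration at half of the fitted maximal effect; 0% = DMSO-treated cells and -100% = medium-only wells without cells; nearly all actives have a fitted effect of over 30% in size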
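Cytotoxicity counterscreen: after 24 h compound treatment of genome-edited SNCA-luciferase HEK-293 cells, live-cell protease substrate GF-AFC read by fluorescence after 30 min; activity scaled between DMSO (0%) and medium-only (-100%), curves Hill-fitted.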
SNCA expr inhib = reduces expression of the alpha-synuclein gene; HEK-293 SNCA-luciferase knock-in, luminescence, 24 h; Potency, µM (highest dose often 57.2 µM), inactives show at the top dose activity change, negative = inhibition, hits mostly inhibitors; 140,000 tested, 0.17% active; AID 1671194;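 further: potency means the concentration at half of the fitted maximal effect; plate controls were DMSO cells for no effect and cell-free wells for full effect; nearly all actives have a fitted effect of over 45% in size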
GPT2 inh = inhibitors of human GPT2 alanine aminotransferase; Q8TD30; Recombinant GPT2, coupled pyruvate oxidase/HRP Amplex Red fluorescence; Potency, µM (doses to about 57.7 µM), without a hit: at the highest dose activity change, negative = inhibition, hits mostly inhibitors; 100,000 tested, 0.25% active; AID 1671188; further: potency means the concentration at half of the fitted maximal effect; nearly all actives have a fitted effect of over 60% in size; many of its hits are not listed in these tables
Target sequence (Q8TD30 whole entry, looked up): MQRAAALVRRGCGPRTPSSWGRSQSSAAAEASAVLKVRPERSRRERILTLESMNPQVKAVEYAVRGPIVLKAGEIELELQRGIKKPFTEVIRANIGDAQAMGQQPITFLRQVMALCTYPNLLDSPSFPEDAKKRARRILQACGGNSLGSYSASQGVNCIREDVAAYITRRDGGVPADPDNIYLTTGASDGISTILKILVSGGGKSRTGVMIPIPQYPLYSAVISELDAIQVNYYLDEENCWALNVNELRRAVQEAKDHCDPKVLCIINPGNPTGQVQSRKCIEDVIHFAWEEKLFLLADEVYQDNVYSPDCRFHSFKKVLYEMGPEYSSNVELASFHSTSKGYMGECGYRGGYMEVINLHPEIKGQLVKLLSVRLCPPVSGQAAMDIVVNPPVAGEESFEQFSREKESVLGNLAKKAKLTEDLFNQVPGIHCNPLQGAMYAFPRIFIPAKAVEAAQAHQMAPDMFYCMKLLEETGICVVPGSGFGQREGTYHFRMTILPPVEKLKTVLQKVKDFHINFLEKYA
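Fluorescence read-out: pyruvate from GPT2 turnover coupled to pyruvate oxidase, HRP and Amplex Red (0.2mM ThPP, 0.2U/mL PO and HRP, 50uM Amplex final). Substrates 250uM a-KG, 2mM L-alanine; enzyme 10ng/uL; 30 min RT.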
* = called active by the depositor; i = inactive; ? = inconclusive; . = not tested or not shown; [ ] = another dose, or the depositor's remark. Unless noted, the call rests on the fitted dose curve; in most records, active means well fitted curve in the direction sought with a large enough effect; inconclusive means small, poorly fitted or top-dose-only effect, or another doubt; inactive means no such curve, though single readings can be large; an effect the other way counts as inactive or inconclusive. Unless noted, on the % scale 0 is the no-effect control and ±100 the full control effect.

SMILES | FLuc inh | NIH3T3 tox | HEK293 tox | IP6K1 inhibitor | SNCA viab count | SNCA expr inhib | GPT2 inh
O=C(c1n[nH]c2ccccc12)N1CCCC1c1nc(CCOCC2CC2)no1 (stereo not drawn) | 0% | -9% | -21% | 7 | 0% | -22% | i
CCN1C(=O)CN(C(=O)CC(C)C)CC12CCOCC2 | -3% | -13% | -17% | -2 | -2% | 22% | 2%
CN(C)C(=O)Cc1c[nH]c2ncc(-c3cnn(C)c3)cc12 | 4%[230 µM] | ? | -23%[230 µM] | -15 | -4%[87.6 µM] | 11%[87.6 µM] | ?
Cc1cc(C)cc(-n2ccn(CC(=O)Nc3ccccc3C(F)(F)F)c(=O)c2=O)c1 | . | . | . | -15 | -8% | ? | .
COc1ccc(C(=O)NCc2ccc3c(c2)CCN3C(=O)c2ccc(C)cc2)cc1 | . | . | . | 49 | ? | -15% | .
Cc1nc2cc(C(=O)NC3CCCCCC3)ccc2n1-c1ccc(Br)cc1 | . | . | . | -1 | 5% | 13% | .
Cc1nn(C(C)C(=O)NCCc2ccccc2)c(=O)c2c1sc1ccccc12 (stereo not drawn) | . | . | . | -14 | -24% | ? | .
CCOc1ccccc1NC(=O)C1=C(C)Nc2ncnn2C1c1ccco1 (stereo not drawn) | . | . | . | -10 | 0% | -13% | .
CCCCOc1ccc(CNC(=O)C2COc3ccc(OC)cc3C2)cc1 (stereo not drawn) | . | . | . | 15 | 3% | ? | .
Cc1cc(C)cc(NC(=O)c2cc(-c3ccc[nH]3)n[nH]2)c1 | 20µM* | ? | ? | 22 | -13% | 189%[activator] | 3%
CNC(=O)[C@@H]1CN(C(=O)CCc2ccc(OC)cc2)C[C@H]1COC | 7% | i | -1% | -5 | 7% | 31%[activator] | i
COCCCNC(=O)c1ccc2c(c1)C(O)CCCCCN2C (stereo not drawn) | -18% | -16% | i | 4 | -1% | 15% | ?
Cc1noc(C)c1[S+](=O)([O-])N1CCC2(CC1)OCCN(c1ccc(F)cc1)C2=O | -11%[172 µM] | ? | -22%[172 µM] | 4 | 0%[87.6 µM] | 7%[87.6 µM] | i
CCC(C)NC(=O)C1COC2(CCN(C(=O)c3ccc(Cl)cc3)CC2)N1C(=O)c1ccccc1C (stereo not drawn) | -10% | -14% | -24% | 4 | 11% | -6% | 2%
CCOC(=O)c1cccc(NC(=O)Cc2ccc(NC(=O)N3CCCCc4ccccc43)cc2)c1 | . | . | . | 19 | 12% | 19% | .
O=C1CCCN1CCCN1C(=O)[C@@H]2C[C@@H](O)CN2C2(CN(Cc3ccccc3)C2)C1=O | 2%[172 µM] | 1%[174 µM] | i | 5 | -5%[87.6 µM] | 3%[87.6 µM] | -7%[88.5 µM]
Cc1cnc(C2CCC2)n1CC1CCN(C(=O)CC2CCCC2)CC1 | -8% | -26% | ? | -4 | 7% | -26% | -11%
CCc1cccc(C)c1NC(=O)c1ccc2c(c1)CCN2S(=O)(=O)CC | . | . | . | 9 | 4% | 1% | .
COc1cccc(CNC(=O)c2cc(C)nc3c2c(C)nn3-c2ccc(C)cc2)c1 | . | . | . | 3 | 5% | -29% | .
CCN1c2cc(C(=O)Nc3ccc(Br)cc3)ccc2C(=O)N2CCCCC21 (stereo not drawn) | -8% | ? | ? | 2 | 22%[12.5 µM] | -9% | 1%
O=C(NC1CCCCC1)c1ccc2nnc(-c3cc(C(F)(F)F)cc(C(F)(F)F)c3)n2c1 | . | 32µM* | 35µM* | 7 | -6% | -25% | i
CN1C(=O)c2cccn2CC1C(=O)NC1CCS(=O)(=O)C1 (stereo not drawn) | 2% | 3% | -6% | -3 | 0% | 5% | -4%
CCOc1ccc(CCNC(=O)c2cc3cccc4c3n2CCS4)cc1 | . | . | . | 23 | -1% | 42%[activator] | .
CC(=O)N1CCn2c(nn(-c3ccc(F)cc3)c2=O)C1 | -8%[172 µM] | -9%[138 µM] | -25%[172 µM] | -7 | 2%[87.6 µM] | 11%[87.6 µM] | i
O=C(CN1C(=O)NC2(CCS(=O)(=O)CC2)C1=O)Nc1ccc(F)c(Cl)c1 | 8% | -1% | 13% | -9 | 0% | 12% | 2%

Other entries follow:
SMILES | FLuc inh | NIH3T3 tox | HEK293 tox | IP6K1 inhibitor | SNCA viab count | SNCA expr inhib | GPT2 inh
COc1ccc(-c2nsc(NC(=O)COc3ccc(C)c(C)c3)n2)cc1 | . | . | . | -7 | -1% | 43%[activator] | .
Cc1cc(NC(=O)Cn2ccn3nc(-c4ccc(F)cc4)c(CO)c3c2=O)no1 | -1% | 3% | 5% | 4 | 7% | ? | 3%
Cn1cc(C(=O)NCC2CN(C(=O)Cc3cccc(Oc4ccccc4)c3)CC23CN(c2ccccc2)C3)cn1 (stereo not drawn) | 0% | ? | ? | 6 | -2% | 4% | -15%
Cc1ccc(NC(=O)c2cc(S(=O)(=O)N(C)C3CCCCC3)ccc2F)cc1C | . | . | . | -12 | 3% | -9% | .
COc1ccc(CCC(=O)N2CCCC(n3c(C)cnc3C3CCOCC3)C2)cc1 (stereo not drawn) | . | -25% | -23% | 0 | ? | 48%[activator] | 5%
CCN(Cc1ccccc1)C(=O)CN1C(=O)COc2ccc(S(=O)(=O)N3CCOCC3)cc21 | . | . | . | 10 | -15% | 9% | .
COc1ccc(C(=O)N2CCC(c3n[nH]c(=O)n3Cc3ccc(F)cc3)CC2)cc1 | 13% | ? | 4% | 17 | 13% | 5% | i
O=C(Nc1cccc(C(=O)N2CCN(c3ccccc3F)CC2)c1)c1nsc2ccccc12 | . | . | . | -4 | -2% | -6% | .
CC(C)c1nc2ccc(C(=O)NCCCN3CCN(c4ccc(F)cc4)CC3)cc2o1 | . | . | . | 17 | 10% | 0% | .
Nc1ccc(CCNc2ncnc3c2ncn3C2OC(CO)C(O)C2O)cc1 (stereo not drawn) | . | . | . | . | 2% | ? | i
C[S+](=O)([O-])NC1CCN(C(=O)c2ccc(-c3cccs3)cc2)CC1 | . | ? | ? | 22 | 1%[12.5 µM] | 4% | -12%
COc1ccc(C2Cn3nnc(-c4noc(-c5ccc(C)cc5)n4)c3CO2)cc1 (stereo not drawn) | -2% | -5% | 7% | 22 | 3% | 14% | i
O=C(NC[C@H]1OC[C@@H](NC2CCC2)[C@@H]1O)c1ccccc1 | 2%[230 µM] | i | i | 0 | 1%[87.6 µM] | -9%[87.6 µM] | -10%[88.5 µM]
Cc1cccc(N2Cc3c(NCc4ccc5c(c4)OCO5)ncnc3N(C)CC2=O)c1 | -7% | ? | -10% | -14 | 5% | 2% | 4%
O=C(C=Cc1cccnc1)NCCCCC1CCN(C(=O)c2ccccc2)CC1 | . | . | . | . | 2% | 14% | i
COc1ccc(-c2noc([C@@H]3C[C@@H](O)CN3Cc3ccccn3)n2)cc1 | ? | 35µM* | ? | -16 | -7%[87.6 µM] | 122%[activator][87.6 µM] | 2%[88.5 µM]
Cc1cccc(C(=O)N2CCCCCNC(=O)[C@H]3C[C@H](C(=O)N4CCc5ccccc5C4)C[C@H]32)c1 | -1% | -30% | ? | 3 | -11% | 14% | 5%
CCCCn1c(=O)c(C(=O)N2CCCC2C)nc2cccnc21 (stereo not drawn) | . | -21%[138 µM] | -1%[172 µM] | 5 | -3%[87.6 µM] | 10%[87.6 µM] | i
CCOCCCNC(=O)C(c1ccccc1)N1Cc2ccccc2C1=O (stereo not drawn) | . | . | . | -4 | -6% | -3% | .
O=C(C1CC1)N1CCCC(N2CCN(c3cccc(C(F)(F)F)c3)CC2)C1 (stereo not drawn) | -21% | -27% | ? | 8 | ? | ? | i
N#CC1CCN(C(=O)C2CCCN(Cc3cccc(-c4ccsc4)c3)C2)CC1 (stereo not drawn) | . | ? | ? | -16 | . | . | .
CCc1ccc(NC(=O)CCc2c(C)nc3nc(-c4cc(OC)cc(OC)c4)nn3c2C)cc1 | . | . | . | 30 | 14% | 10% | .
CCCNC(=O)[C@@H]1CCCN1[C@@H](C(=O)NC)c1ccc(OC)cc1 | 5%[172 µM] | -17%[174 µM] | -26%[172 µM] | -2 | 6%[87.6 µM] | -11%[87.6 µM] | ?
CNC(=O)[C@H]1C[C@]2(CCCCN(C)C2=O)N(C(=O)c2ccc(NC(C)=O)cc2)[C@H]1c1ccco1 | . | ? | -16% | -8 | . | . | .
CC(C)Oc1ccc(CNC(=O)c2sc3ncccc3c2-n2cccc2)cc1 | . | . | . | 31 | -7% | 47%[activator] | .

(more compounds)
SMILES | FLuc inh | NIH3T3 tox | HEK293 tox | IP6K1 inhibitor | SNCA viab count | SNCA expr inhib | GPT2 inh
O=C(CCC1CCN(S(=O)(=O)c2ccccc2F)CC1)NCc1ccncc1 | -3% | -12% | -12% | 20 | 16% | 1% | i
CN(C)Cc1ccccc1CN(C)c1nc(-c2cccnc2)nc2c1CNC2 | 1% | -17% | -14% | 22 | 5% | -8% | ?
COCC(=O)NC1CCN(c2nccc(Nc3ccccc3F)n2)CC1 | . | ? | ? | -1 | -17%[12.5 µM] | 9% | 3%
O=C1N(Cc2cccnc2)C[C@H]2CN(Cc3ccc(C(F)(F)F)cc3)CCN12 | -1%[172 µM] | ? | ? | 7 | -6%[87.6 µM] | -6%[87.6 µM] | 2%[88.5 µM]
CCN1CCN(c2ccc3nnc(C4CCC4)n3n2)CC1 | -7% | -15% | -2% | 11 | -7% | -22% | -7%
CCOc1ccc(CCNC(=O)c2c(C)oc3ncn(C)c(=O)c23)cc1 | . | . | . | -9 | ? | ? | .
O=C1NCCCCCN(C(=O)c2ccccn2)[C@H]2CCC[C@@H]12 | -5% | -4% | i | 1 | ? | 24% | -9%

The list is partial, so the mix of outcomes need not match the whole.
